Screens: PubChem BioAssay, Southern Research Specialized Biocontainment Screening Center
Salmonella PhoP GFP: PhoP regulon inhibitors, Salmonella typhi PhoP promoter GFP reporter, confirmatory (AID 1850) | 0.33% of 310,000 active | Salmonella Typhi PhoP-promoter GFP reporter, fluorescence, 4 h; higher % means a stronger effect | inhibition, % at 50 µM, or IC50 in µM where a hit was titrated; in the data active = a potency from the dose series; inconclusive = inhibition mostly from about 25% at the one dose, without a potency; inactive = the rest, 99 in 100 with inhibition below about 19%;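 also: 0% = induced wells with vehicle and 100% = uninduced wells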
tuberculosis growth: growth inhibition of non-replicating M. tuberculosis (AID 488890); Mycobacterium tuberculosis non-replicating, growth inhibition; higher % means a stronger effect; inhibition, % at 25 µM; hits with a dose series show IC50 in µM; 0.39% of 320,000 active; in the data active = a potency from the dose series; inconclusive = inhibition mostly from about 82% at the one dose, without a potency; inactive = the rest, 99 in 100 with inhibition below about 76%;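 also: plate controls were DMSO cells for no effect and high antibiotic wells for full effect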
H1N1 NS1A inhibition: H1N1 influenza NS1A inhibitors, functional cell based assay (AID 504329); NS1A functional cell-based assay, percent inhibition; higher % means a stronger effect; inhibition, % at 12.5 µM, or IC50 in µM where a hit was titrated; 0.3% of 340,000 active; in the data active = a potency from the dose series; inconclusive = inhibition above about 27% without an active follow-up result; also: strong numbers were not always called active
inhibitors of VEEV: inhibitors of VEEV TC-83 cytopathic effect, confirmation, Vero cells (AID 588727); 0.13% of 350,000 active; Vero cells, VEEV TC-83 cytopathic effect inhibition; higher % means a stronger effect; one-dose inhibition, % at 20 µM; IC50 in µM for titrated hits; in the data active = a potency from the dose series; inconclusive = inhibition mostly from about 14% at the one dose, without a potency; inactive = the rest, 99 in 100 with inhibition below about 12%; also: strong numbers were not always called active
M. tuberculosis HTS: M. tuberculosis growth inhibition, HTS (AID 449762); 0.59% of 330,000 active; inhibition, % at 25 µM; hits with a dose series show IC50 in µM; M. tuberculosis H37Rv growth inhibition, 7H9 media; higher % means a stronger effect; in the data active = a potency from the dose series; inconclusive = inhibition above about 70% without an active follow-up result;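 also: bacterial growth assessed after seven days of incubation; strong numbers were not always called active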
* marks the source's active call; other numbers are inactive results; i = inactive; ? = inconclusive; nt = no result given.

Compound,Salmonella PhoP GFP,tuberculosis growth,H1N1 NS1A inhibition,inhibitors of VEEV,M. tuberculosis HTS
C/C(=N\N1CCCCCC1)c1c(O)n(C2CCCCC2)c(=O)[nH]c1=O,-2.3%,59.2%,-0.2%,4.1%,1.8%
CC(=O)N1CCN(CCS(=O)(=O)c2ccc(Br)cc2)CC1,nt,19.7%,-2.9%,0.1%,-5.7%
CCOC(=O)C1CCN(S(=O)(=O)c2c[nH]c(=O)[nH]c2=O)CC1,-0.7%,-12.4%,-1.5%,i,-4.5%
Cc1cc(C)c(-c2cc(C(=O)Nc3c(C)n(C)n(-c4ccccc4)c3=O)[nH]n2)c(O)c1,-8.6%,6.2%,-1.9%,1.3%,-3.6%
Cc1cc(Br)ccc1NC(=O)C1CSC2(C)CCC(=O)N12 (stereo unspecified),8.1%,-7.4%,-5.8%,1.4%,4.0%
CC(C)C[C@@H](C(=O)NCC1CCCO1)N1C(=O)N2CCc3c([nH]c4ccccc34)[C@@]2(C)C1=O (stereo partly specified),10.9%,22.5%,-1.1%,6.1%,0.3%
O=C(Cn1c(-c2cncs2)nc2ccccc21)NC1CCCC1,-2.6%,16.5%,4.7%,0.2%,-6.0%
CC#CC(=O)N1CCC(n2nccc2NC(=O)c2ccc3c(c2)OCO3)CC1,-4.9%,0.0%,-6.2%,9.9%,1.1%
CC(=O)Nc1ccc(C(=O)OCc2ccc(F)cc2)cc1,3.7%,22.6%,0.4%,2.8%,15.3%
CN(C)C(=O)C12CCC(C)(c3nc4ccccc4nc31)C2(C)C (stereo unspecified),-6.9%,11.8%,6.6%,0.4%,1.6%
CCc1ccc(Nc2n[n+](-c3ccccc3)c(-c3ccc(SC)cc3)s2)cc1,-6.2%,69.8%,-21.2%,2.1%,?
CC(C)(C)c1ccc(/C=C2\CCn3c2nc2cc(C(=O)O)ccc2c3=O)cc1,-2.2%,30.9%,4.0%,i,5.4%
COc1ccc(OC)c(N)c1,4.8%,-10.5%,14.5%,8.3%,0.2%
COc1ccccc1N1CCN(S(=O)(=O)CCNC(=O)CCCc2ccccc2)CC1,2.4%,-2.6%,-4.7%,5.4%,1.7%
CC(NC(=O)c1cc(S(=O)(=O)N(C)C)ccc1N1CCCC1)C1CC2CCC1C2 (stereo unspecified),-0.2%,24.6%,-3.5%,0.9%,-6.7%
CC(C)Cc1nc2ccc(N)cc2[nH]1,2.9%,0.9%,-6.0%,1.6%,-4.7%
Fc1ccc(CSc2ncnc3c2ncn3C2CCCCO2)cc1 (stereo unspecified),nt,nt,-1.8%,5.7%,nt
CCCNS(=O)(=O)c1ccc(CCC(=O)Nc2cc(Cl)ccc2Oc2ccccc2)cc1,nt,nt,-7.3%,9.0%,nt
CCOc1cc(N2CCOCC2)c(OCC)cc1NC(=O)C1CCCC1,-6.3%,4.7%,8.6%,7.9%,-0.4%
CCOc1cc(C)c(C(C)C)cc1S(=O)(=O)n1cnc(C)c1,8.6%,15.7%,nt,6.2%,5.0%
COc1ccc(CCNC(=O)COc2nsnc2N2CCOCC2)cc1OC,-0.9%,5.8%,-0.7%,i,-4.7%
COc1ccc2sc(-c3ccc(N(C)C)cc3)c(C#CCCO)c2c1,nt,15.0%,-15.3%,3.9%,?
Cc1cc(-c2cc(N)n(-c3ccccc3)n2)c(C)n1C1CCCC1,6.0%,75.0%,1.2%,i,1.1%
CC(C)CCNC(=O)c1ccc2c(c1)N(C)C(=O)c1ccccc1S2,3.3%,9.7%,-0.8%,0.8%,3.2%
O=C/C=C/c1c(-c2ccccc2)cc2oc3ccccc3cc1-2,-11.6%,?,37.1µM*,i,53.8%
COc1ccc(F)cc1C(=O)C1CCCN(Cc2cnc(N3CCCC3)s2)C1 (stereo unspecified),6.3%,8.3%,-16.4%,0.2%,-4.4%
O=C(c1nn(-c2ccccc2)c(=O)c2ccccc12)N1CCN(c2ccccn2)CC1,-6.8%,20.7%,23.6%,4.5%,1.5%
O=C(CSc1nc(=O)n(CCCN2CCOCC2)c2c1CCCC2)Nc1cccc(F)c1,7.5%,-5.6%,-13.8%,5.5%,-4.6%
COc1ccc(Cc2nnc(SCC(=O)Nc3ccc(C)c(Cl)c3)[nH]c2=O)cc1,-2.2%,31.6%,5.8%,4.9%,-13.5%
O=C(O)C(Cc1c[nH]c2ccccc12)NS(=O)(=O)c1ccccc1 (stereo unspecified),-2.1%,6.2%,-5.1%,1.6%,69.4%

Compound,Salmonella PhoP GFP,tuberculosis growth,H1N1 NS1A inhibition,inhibitors of VEEV,M. tuberculosis HTS
Cc1cc(C)c(S(=O)(=O)N2CCN(C3CC(=O)N(c4ccccc4Cl)C3=O)CC2)c(C)c1 (stereo unspecified),nt,35.5%,-14.9%,1.4%,-1.9%
CCOC(=O)C1CCCN(Cc2ccccc2F)C1 (stereo unspecified),6.9%,4.4%,23.9%,2.4%,-4.4%
O=C(CSc1nnc(SCc2ccc(Cl)cc2)s1)N/N=C/c1ccccc1Cl,-7.5%,?,0.1%,2.6%,10.0%
Cc1ccc2cc(CCNC(=O)C3CCCCC3)c(=O)[nH]c2c1C,-9.1%,4.2%,7.2%,7.8%,-5.9%
CC1([N+](=O)[O-])COC2(OC1)C(=O)Nc1ccccc12 (stereo unspecified),1.8%,-7.8%,27.0%,0.9%,3.3%
CCCCNc1c(-c2ccc(SC(C)CC)c(OC)c2)nc2ccc(Cl)cn12 (stereo unspecified),nt,?,-2.3%,3.2%,?
Cc1ccnc2nc(C(=O)Nc3nc(-c4ccccn4)cs3)nn12,-5.8%,4.2%,5.06µM*,5.5%,0.1%
COC(=O)c1c(-c2c(Cl)cccc2Cl)noc1NC(=O)N(C)C,3.4%,1.1%,-19.2%,i,3.1%
COc1ccccc1N(C)S(=O)(=O)c1ccc(C(=O)NC2CCCCC2)cc1,nt,27.4%,-17.1%,6.4%,-5.4%
CCOc1ccccc1N1CCN(C(=O)c2ccc3[nH]c(C)c(C)c3c2)CC1,10.4%,-1.9%,-2.3%,8.9%,3.7%
CN(CC(=O)Nc1ccc(F)cc1)C(=O)COC(=O)CCN1C(=O)C2CC=CCC2C1=O (stereo unspecified),-14.0%,-3.9%,-8.0%,i,-6.4%
CCCc1nn2c(=O)cc(CSCC(=O)Nc3ccccc3)nc2s1,1.6%,3.8%,3.9%,3.2%,-2.0%
CC(C)CCNC(=O)c1cccnc1Sc1ccccc1,-7.4%,12.7%,-1.3%,i,-3.0%
Cc1cc(C)c2oc(-c3cccc(N)c3)nc2c1,-5.2%,16.3%,2.4%,1.6%,-2.0%
N#CC1(NC(=O)COC(=O)c2cc(=O)[nH]c3ccccc23)CCCCC1,0.9%,-11.2%,-14.3%,0.6%,-1.9%
COc1cc(C(=O)NCC2CCCO2)cc(Br)c1OCc1ccccc1 (stereo unspecified),nt,21.6%,1.1%,1.9%,0.1%
CCCN1CCc2c(sc(NC(=O)c3ccc(S(=O)(=O)N(C)c4ccccc4)cc3)c2C(N)=O)C1,-3.1%,-8.4%,1.2%,5.0%,-1.1%
Cc1ccc(S(=O)(=O)/N=C(/Nc2c(C)n(C)n(-c3ccccc3)c2=O)c2ccccc2)cc1,-6.2%,-1.2%,-6.8%,1.4%,12.7%
CCOC(=O)N1CCN(C(=O)CS(=O)(=O)c2cn(Cc3ccccc3Cl)c3ccccc23)CC1,-6.4%,-18.7%,5.9%,0.7%,-10.4%
CC(C)(C)CC(C)(C)N=C1NS(=O)(=O)c2cc([N+](=O)[O-])ccc21,5.1%,-2.3%,0.7%,i,3.1%
Cc1nn(Cc2ccccc2)c(C)c1NC(=O)c1ccc([N+](=O)[O-])cc1[N+](=O)[O-],-11.1%,-17.1%,5.3%,i,11.0%
CN(/C(=N/S(=O)(=O)c1ccccc1)c1ccccc1)S(=O)(=O)c1ccccc1,-2.3%,-2.3%,-7.6%,0.8%,2.8%
COc1ccc(-n2nc(C(=O)NCC(=O)N3CCC(C)CC3)c3ccccc3c2=O)cc1,-17.5%,2.5%,-6.2%,3.3%,5.7%
COC(=O)C(F)(Sc1c(C)n(C)n(-c2ccccc2)c1=O)C(F)(F)F (stereo unspecified),-2.3%,-1.2%,-5.7%,0.1%,1.6%
CC1CCCC(NC(=O)CNC(=S)N2CC3CC(C2)c2cccc(=O)n2C3)C1C (stereo unspecified),-5.0%,-0.3%,-4.6%,2.3%,-4.6%
Cc1ccc(OCC(=O)NCCNC(=O)c2ccco2)cc1,-6.8%,-5.1%,8.9%,i,9.4%
COc1ccc(C2NS(=O)(=O)N=C2N)cc1 (stereo unspecified),16.0%,0.3%,-0.9%,0.1%,-4.4%
Cc1ccc(O)c(NC(=S)NC(=O)Cc2ccc(Cl)cc2)c1,-6.3%,25.8%,-6.6%,12.1%,?
O=C(Cc1ccc(S(=O)(=O)N2CCOCC2)s1)Nc1ccc(Br)c(C(F)(F)F)c1,nt,nt,-13.0%,5.3%,nt
COCc1cc(C)nc(N2CCNCC2)c1C#N,-10.4%,-10.1%,3.7%,1.6%,-6.0%

One compound at a time, from the list above. Screens in order: Salmonella PhoP GFP	tuberculosis growth	H1N1 NS1A inhibition	inhibitors of VEEV	M. tuberculosis HTS
Cc1cc(C)c(S(=O)(=O)N2CCN(C3CC(=O)N(c4ccccc4Cl)C3=O)CC2)c(C)c1 (stereo unspecified) is entered as nt	35.5%	-14.9%	1.4%	-1.9%
CCOC(=O)N1CCN(C(=O)CS(=O)(=O)c2cn(Cc3ccccc3Cl)c3ccccc23)CC1 is entered as -6.4%	-18.7%	5.9%	0.7%	-10.4%
CC1CCCC(NC(=O)CNC(=S)N2CC3CC(C2)c2cccc(=O)n2C3)C1C (stereo unspecified) is entered as -5.0%	-0.3%	-4.6%	2.3%	-4.6%
CCCCNc1c(-c2ccc(SC(C)CC)c(OC)c2)nc2ccc(Cl)cn12 (stereo unspecified) is entered as nt	?	-2.3%	3.2%	?
CN(/C(=N/S(=O)(=O)c1ccccc1)c1ccccc1)S(=O)(=O)c1ccccc1 is entered as -2.3%	-2.3%	-7.6%	0.8%	2.8%

More results
Compound,Salmonella PhoP GFP,tuberculosis growth,H1N1 NS1A inhibition,inhibitors of VEEV,M. tuberculosis HTS
O=C(NCCc1ccncc1)Nc1ccc(Cl)cc1,16.0%,-13.3%,-6.9%,4.0%,-5.0%
CCN(C(=O)COC(=O)c1cc2c(s1)CCCCC2)C1CCS(=O)(=O)C1 (stereo unspecified),-8.7%,3.9%,-10.9%,2.5%,1.1%
CC(=O)N[C@@H](Cc1c[nH]c2ccccc12)C(=O)OCC(=O)Nc1ccc2c(c1)OCO2,nt,nt,8.7%,1.5%,nt
CC(=O)c1cccc(NC(=O)c2cccc(NC(=O)c3ccco3)c2)c1,-2.9%,-1.5%,25.8%,i,12.5%

Some of the entries above in another layout:
Each structure is followed by: Salmonella PhoP GFP, tuberculosis growth, H1N1 NS1A inhibition, inhibitors of VEEV, M. tuberculosis HTS
CC(C)Cc1nc2ccc(N)cc2[nH]1
→ 2.9%, 0.9%, -6.0%, 1.6%, -4.7%
Fc1ccc(CSc2ncnc3c2ncn3C2CCCCO2)cc1 (stereo unspecified)
→ nt, nt, -1.8%, 5.7%, nt
